BoNT-A LC inh2: BoNT/A light chain protease inhibitors, primary screen, biochemical, flow cytometry, MLPCN library; Botulinum neurotoxin type A light chain protease (Clostridium botulinum A str. ATCC 3502); multiplex microsphere protease substrate cleavage; inhibition, % at 10 µM; 360,000 compounds, 0.17% hits; in the data active = inhibition above about 30%; inconclusive = no clear call, values can overlap the other calls; also: plate controls were buffer without enzyme for full effect and enzyme alone for no effect
Mtb UGM inh: M. tuberculosis UGM enzyme inhibitors, primary screen, biochemical, fluorescence polarization, single point; UDP-galactopyranose mutase (Mycobacterium tuberculosis (strain ATCC 25618 / H37Rv)), …; purified UGM, fluorescence polarization probe displacement; inhibition, % at 10 µM; 320,000 compounds, 0.06% hits; AID 504406, 2011; in the data active = inhibition above about 10%, passing the limit was not always enough; inconclusive = no clear call, values can overlap the other calls
Target sequence (P9WIQ1 whole entry, looked up): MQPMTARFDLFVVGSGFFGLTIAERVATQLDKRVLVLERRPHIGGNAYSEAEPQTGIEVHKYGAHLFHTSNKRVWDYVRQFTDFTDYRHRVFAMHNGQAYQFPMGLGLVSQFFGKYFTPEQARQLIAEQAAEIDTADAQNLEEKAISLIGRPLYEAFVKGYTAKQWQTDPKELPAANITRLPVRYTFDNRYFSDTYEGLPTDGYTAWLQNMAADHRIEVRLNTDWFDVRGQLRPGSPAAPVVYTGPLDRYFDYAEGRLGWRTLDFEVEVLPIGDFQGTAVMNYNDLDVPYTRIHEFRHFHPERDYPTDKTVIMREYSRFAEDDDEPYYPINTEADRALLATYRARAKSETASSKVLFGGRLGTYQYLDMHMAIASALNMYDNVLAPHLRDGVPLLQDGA
FadD28 FP inh: inhibitors of FadD28 bisubstrate probe binding, primary screen, biochemical, fluorescence polarization, single point; Mycobacterium tuberculosis FadD28 fatty-acid-AMP ligase; inhibition, % at 12.5 µM; 360,000 compounds, 0.22% hits; in the data active = inhibition above about 8.5%, passing the limit was not always enough; inconclusive = no clear call, values can overlap the other calls
GDH-TPI counter: GDH-TPI coupling enzyme inhibitors, primary screen, artefact control for M. tuberculosis FBA inhibitor project, biochemical, absorbance, full deck | GDH-TPI coupled enzyme counterscreen, NADH absorbance | inhibition, % at 4.8 µM | 360,000 compounds, 1.2% hits | AID 588335, 2011;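 also: 0% = DMSO wells and 100% = wells lacking the enzyme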
BoNT-F LC inh: BoNT/F light chain protease inhibitors, primary screen, biochemical, flow cytometry, MLPCN library; Multiplex microsphere protease cleavage assay; inhibition, % at 10 µM; 360,000 compounds, 0.22% hits; AID 588497, 2011; in the data active = inhibition above about 35%, passing the limit was not always enough; inconclusive = no clear call, values can overlap the other calls; also: plate controls were buffer without enzyme for full effect and enzyme alone for no effect
PrPC surface inh: inhibitors of human cell surface prion protein PrPC, primary screen, cell-based, TR-FRET; inhibition, % at 13.8 µM; AID 720596, 2013; TR-FRET read-out; 370,000 compounds, 0.43% hits; in the data active = inhibition above about 24%; also: 0% = median of the test wells and 100% = reference compound wells
CCHFV vOTU inh: CCHFV vOTU protease inhibitors, primary screen, biochemical, Pep-AMC substrate, fluorescence | inhibition, % at 11.5 µM | Crimean-Congo hemorrhagic fever virus L polyprotein viral ovarian tumor (vOTU) protease … | 370,000 compounds, 0.55% hits; also: 0% = vehicle wells with enzyme and 100% = no enzyme wells
BioA inh: M. tuberculosis BioA enzyme inhibitors, primary screen, biochemical, plate reader, single point, HTS | purified M. tuberculosis BioA enzyme | 7,8-diaminopelargonic acid synthase BioA (Mycobacterium tuberculosis) | 360,000 compounds, 0.096% hits | AID 602481, 2012 | inhibition, % at 9.99 µM; in the data active = inhibition above about 40%; inconclusive = no clear call, values can overlap the other calls
Mtb FBA inh: Mtb FBA enzyme inhibitors, primary screen, biochemical, fluorescence, strain H37Rv; AID 588726, 2011; purified M. tuberculosis FBA, fluorescence read-out; inhibition, % at 1 µM; 360,000 compounds, 2.3% hits; Fructose-bisphosphate aldolase (Mycobacterium tuberculosis (strain ATCC 25618 / H37Rv)), …; in the data active = inhibition above about 27%;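 also: 0% = vehicle and 100% = reference inhibitor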
Target sequence (P9WQA3 whole entry, looked up): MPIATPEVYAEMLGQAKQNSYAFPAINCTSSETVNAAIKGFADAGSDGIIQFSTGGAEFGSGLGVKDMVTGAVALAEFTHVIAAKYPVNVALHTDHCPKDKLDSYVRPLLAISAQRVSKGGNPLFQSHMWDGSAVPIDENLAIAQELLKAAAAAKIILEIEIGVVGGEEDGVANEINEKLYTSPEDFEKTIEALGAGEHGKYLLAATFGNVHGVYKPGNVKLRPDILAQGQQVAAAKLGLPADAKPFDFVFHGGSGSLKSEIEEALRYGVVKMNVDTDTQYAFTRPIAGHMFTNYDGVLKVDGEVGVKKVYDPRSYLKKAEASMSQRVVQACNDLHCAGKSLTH
An asterisk follows results filed as active; ? = inconclusive; / = not tested or not shown; & = joins results of further samples. Rule as the data show it, unless noted: active = inhibition above about 30%; inactive = the rest.

SMILES	Mtb UGM inh	BoNT-A LC inh2	Mtb FBA inh	BioA inh	CCHFV vOTU inh	GDH-TPI counter	PrPC surface inh	BoNT-F LC inh	FadD28 FP inh
O=C(Nc1ccc(S(=O)(=O)Nc2nccs2)cc1)/C(=C/c1ccccc1Cl)NC(=O)c1ccccc1	-0.8	-0.5	0	0.0	32*	0	5	-7	4.2
O=C(NCc1ccco1)c1ccc2c(c1)C(=O)N(Cc1ccccc1)C2=O	0.3	-1.6	3	0.4	-5	-5	-5	0	-0.2
Cc1ccc2nc(NC(=O)Cn3nc(C)c([N+](=O)[O-])c3C)sc2c1	-0.3	-3.1	1	/	-2	11	-6	-17	-0.8
O=C(Nc1ccccc1[N+](=O)[O-])c1cc2ccccc2nc1Cl	-2.6	0.4	0	-4.2	-7	-5	-3	-4	-3.3
CC(=O)c1cccc(NC(=O)c2ccc(NS(=O)(=O)c3c(C)noc3C)cc2)c1	0.0	-0.3	3	0.7	14	3	0	-17	-1.9
C[C@@H]1CN([C@H](C)CO)C(=O)CCCn2nncc2CO[C@H]1CN(C)S(=O)(=O)c1ccc(Oc2ccccc2)nc1	/	-0.6	1	-0.2&0.2	-5	-4	-4	-3	1.1
O=C(CCC(=O)N1CCOc2ccc(Cl)cc21)NCc1ccccc1	1.2	0.2	-1	-0.5	-5	-9	6	-10	-2.9
O=C(Nc1nc(-c2cccc3ccccc23)cs1)c1ccc2c(c1)S(=O)(=O)c1ccccc1C2=O	-0.8	-0.3	7	-1.1	18	9	-9	-4	0.4
Cc1ccccc1NC(=O)CSCc1nc(N)nc(Nc2ccccc2C)n1	-2.5	-0.6	-5	/	-9	11	-2	-5	-2.1
Cc1cc(OC(=O)c2c(C)cc(OC(=O)c3c(C)cc(O)cc3O)cc2O)cc(O)c1C(=O)O	0.4	-0.6	-2	0.9	17	4	-3	-2	-0.9
CCOC(=O)COc1cccc2c(=O)n(CC(N)=O)ccc12	0.9	0.1	5	-2.1	-4	15	-1	0	-1.2
Cc1ccc2oc(=O)n(CC(=O)OCCC(C)C)c2c1	-4.6	0.5	0	0.9	-5	1	0	-2	0.2
Cc1ccc(Cl)cc1N(CC(=O)NCc1ccccc1)S(C)(=O)=O	0.1	-5.0	1	0.4	11	-13	3	?	-0.9
CCc1[nH]nc(C(=O)N2CCCC(C(=O)c3cccc(OC(C)C)c3)C2)c1C (stereo not drawn)	0.3	-1.2	164*	0.6	10	-4	9	2	-0.3
COC(=O)c1c(-c2cc(C)ccc2C)csc1NC(=O)C1CC=CCC1C(=O)O (stereo not drawn)	1.9	-0.8	-5	/	15	-1	18	0	-7.9
CC(=O)Nc1ccc(S(=O)(=O)NCC(=O)OCC(=O)N2CCc3ccccc32)cc1	3.1	0.3	0	-3.6	30*	10	5	-3	-1.2
Cc1ccc(NC(=O)N(Cc2cccnc2)Cc2ccco2)cc1C	1.6	-3.2	-1	0.9	-8	-2	4	-4	-1.2
COc1cc(Cl)c(C)cc1NC(=S)NN	-1.2	-1.5	0	/	-5	2	2	-6	-3.2
COc1ccccc1C(=O)NC(=O)COC(=O)CN1C(=O)NC2(CCCCC2C)C1=O (stereo not drawn)	2.1	-0.8	1	/	-5	-4	-6	-4	-3.4
COc1ccc(/C=C\c2cc(OC)c(OC)cc2CC[N+](C)(C)C)cc1OC	-2.2	-0.1	34*	4.7&1.9	-12	21	-3	-2	-2.9
COc1ccccc1-c1cnn2c(NCc3ccccc3)cc(C)nc12	1.1	0.7	4	-2.4	2	6	1	-5	0.0
CSc1ccc(S(=O)(=O)NCc2ccc(Cl)cc2)cc1	-2.5	-0.9	2	/	2	14	10	-7	-0.9
NC(=O)c1cc([N+](=O)[O-])ccc1NCc1ccccn1	-1.2	-0.1	-2	-1.3	5	25	-11	-4	0.4
C=CCN1C(=O)N(CC=C)c2cccc3cccc1c23	1.0	1.9	-3	-0.8	-11	1	13	6	-2.7
CCc1c(C)nc2cc(-c3ccc(OC)c(OC)c3)nn2c1NCC1CC1	0.4	0.1	15	/	6	5	18	12	-1.9

Some entries already given, showing only BioA inh and Mtb FBA inh.
Compound | BioA inh | Mtb FBA inh
COc1ccccc1-c1cnn2c(NCc3ccccc3)cc(C)nc12 | -2.4 | 4
CCc1[nH]nc(C(=O)N2CCCC(C(=O)c3cccc(OC(C)C)c3)C2)c1C (stereo not drawn) | 0.6 | 164*

Additional results follow:
SMILES	Mtb UGM inh	BoNT-A LC inh2	Mtb FBA inh	BioA inh	CCHFV vOTU inh	GDH-TPI counter	PrPC surface inh	BoNT-F LC inh	FadD28 FP inh
COC(=O)c1ccc(C(=O)N2CCCC(Nc3ccc(F)c(F)c3)C2)cc1 (stereo not drawn)	-0.7	-3.3	2	5.0	-8	0	0	-19	-2.0
Cc1cc(C)c(NC(=O)CN(C2CCCCC2)C2CCCCC2)c(C)c1	0.1	-1.3	1	-0.3	1	3	3	-6	0.6
CCCCC(CC)CN1C(=O)/C(=C/c2ccncc2)SC1=S (stereo not drawn)	/	0.4	-1	-0.8	9	-3	4	6	-3.2
COc1ccc(S(=O)(=O)Nc2c(NC3CCCCC3)c3ccccc3oc2=O)cc1	1.3	-0.9	5	1.0	14	7	2	0	-1.3
O=C(c1ccoc1)N1CCC2(CC1)Oc1ccc(Cl)cc1C(=O)C21CC(c2ccc(Cl)cc2)=NO1 (stereo not drawn)	2.6	-0.7	2	0.0	-6	11	0	-3	-1.1
COc1ccc(C(O)P(=O)(OC(C)C)OC(C)C)cc1OC (stereo not drawn)	/	-0.3	-1	-6.1	8	12	4	-1	-1.2
Cc1ccc(-c2nc3cnccn3c2Nc2ccccc2)o1	1.0	-0.3	2	3.0	-7	26	0	-5	-3.0
COc1ccc(-c2cn3c(C)c(C(=O)Nc4ccncc4)sc3n2)cc1	4.9	0.2	-3	0.1	-1	14	10	-5	-4.2
COc1ccc(-n2c(SCC(N)=O)nnc2-c2ccccc2F)cc1	0.4	0.1	-3	0.1	-2	16	-2	-2	1.0
CCn1nc(-c2ccccc2)c2nc3ccccc3nc21	9.2	67*	0	-16	3	14	-1	38*	-2.2
Cc1cc(OCc2cc(C(=O)N(C)Cc3nonc3C)no2)cc(C)c1Cl	0.4	-1.0	0	5.6	31*	-7	4	-7	-8.0
COc1ccc(-c2ccc(S(=O)(=O)n3nc(OC(=O)c4cccs4)cc3N)cc2)cc1	-1.0	0.1	4	-1.5	0	18	-2	-11	-0.3
CC(=O)c1ccc(-c2cnc3c(NC=O)cc(-c4ccccc4Oc4ccccc4)cn23)cc1	/	0.5	10	-1.8	-25	20	-7	2	-7.1
COc1cc(/C=C/C(=O)O)cc(S(=O)(=O)Nc2ccc3nc(C)sc3c2)c1OC	?	-0.1	1	-0.7	-6	19	3	-5	-1.6
Cc1ccc(OCCC(=O)OC(C)C(=O)NC2CC2)cc1 (stereo not drawn)	-0.3	4.2	1	-0.7	-12	-3	-3	12	1.0
Cn1c(SCC(=O)N2CCCCCC2)nc2c([nH]c3ccccc32)c1=O	0.3	-0.3	-1	-1.3	-9	9	3	-9	-1.0
COc1ccc(C2(c3ccc(OC)cc3)NC(=O)N(CC(=O)NC3(C#N)CCCCC3)C2=O)cc1	0.0	0.0	-1	-0.3	3	-6	-12	-6	-4.5
CC1N=C(SCC(=O)c2ccc(F)cc2)N2C(C)N=C(SCC(=O)c3ccc(F)cc3)N12 (stereo not drawn)	/	0.8	5	0.5	4	8	7	-9	-1.4
CS(=O)(=O)N1CCc2ccc(NC(=O)C3CCCO3)cc2C1 (stereo not drawn)	2.3	-0.3	2	-2.8	5	4	-6	4	-0.3
CC1CN(C)C(C)(C)CC1(O)c1ccccc1 (stereo not drawn)	1.3	0.8	1	/	5	2	-2	5	-4.2
CCCC(=O)Oc1ccc(N(C(=O)CCC)S(=O)(=O)c2cccc([N+](=O)[O-])c2)cc1	1.7	-0.1	1	/	8	7	-2	-5	-0.3
CN(C)S(=O)(=O)c1cc(C(=O)Nc2ccccc2C(=O)NC2CC2)ccc1Cl	/	-3.3	2	1.3	-1	-2	-6	-1	0.0
O=C(C1CCCN(S(=O)(=O)c2cccc3nonc23)C1)N1CCN(c2cccc(Cl)c2)CC1 (stereo not drawn)	-0.1	1.1	-1	-0.2	-18	9	-8	3	-4.9
CCc1nc2c(OCCOc3ccc(F)cc3)cccn2c1N(C=O)Cc1ccccc1	/	0.1	-1	0.1	-1	4	10	-2	-11
CCOC(=O)c1cc(-c2ccc(Cl)cc2)nc2c1c(=O)[nH]c(=O)n2CCOC	2.4	-0.3	53*	/	-9	7	-4	5	-2.9
Cc1cc(=O)oc(C)c1C(=O)NCC1COc2ccccc2O1 (stereo not drawn)	2.2	6.0	1	3.1	-17	5	-3	6	-0.4
COc1ccc2cc3cc(C(=O)N4CC(C)CC(C)C4)oc3nc2c1 (stereo not drawn)	-6.1	-1.5	19	0.7	/	17	/	10	-3.8
Cc1ccc(S(=O)(=O)N2CCOCC2)cc1NC(=O)c1cc2ccccc2oc1=O	-1.4	0.0	2	-1.0	8	3	5	-6	-1.9
CN1CCN(c2ccc(NC(=O)c3ccc(-c4ccccc4F)o3)cc2)CC1	-6.2	-0.6	0	0.6	17	23	-25	-34	-0.9
C=C(C)CC(Nc1ccc(OC)cc1)c1ccco1 (stereo not drawn)	2.3	-0.4	0	/	-7	0	9	0	0.1
CCCCN(C)CCCNC(=O)c1cc(=O)[nH]c2ccc(S(=O)(=O)N3CCCCC3C)cc12 (stereo not drawn)	-0.4	0.7	-1	/	-5	-5	8	2	-4.2

From PubChem BioAssay
